High-throughput results deposited in PubChem by several laboratories.
S1P4 antag – human S1P4 receptor antagonism; S1P4-expressing cells, antagonist mode, reporter read-out; inhibition, % at 4.98 µM; 220,000 compounds, 0.26% hits; in the data active means inhibition above about 29%;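 further: 0% = wells stimulated with agonist and 100% = vehicle wells without agonist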
NPY1 pot ag – potentiates or activates human NPY-Y1 receptor; 220,000 compounds, 0.37% hits; NPY-Y1 expressing cells, potentiator/agonist activation; activation, % at 3.6 µM; P25929; in the data active means activation above about 33%, passing the limit was not always enough;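 further: cells stimulated with NPY at EC10 then isoproterenol at EC100; 0% = low agonist plus stimulus and 100% = saturating agonist plus stimulus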
Target sequence (P25929 whole entry, looked up): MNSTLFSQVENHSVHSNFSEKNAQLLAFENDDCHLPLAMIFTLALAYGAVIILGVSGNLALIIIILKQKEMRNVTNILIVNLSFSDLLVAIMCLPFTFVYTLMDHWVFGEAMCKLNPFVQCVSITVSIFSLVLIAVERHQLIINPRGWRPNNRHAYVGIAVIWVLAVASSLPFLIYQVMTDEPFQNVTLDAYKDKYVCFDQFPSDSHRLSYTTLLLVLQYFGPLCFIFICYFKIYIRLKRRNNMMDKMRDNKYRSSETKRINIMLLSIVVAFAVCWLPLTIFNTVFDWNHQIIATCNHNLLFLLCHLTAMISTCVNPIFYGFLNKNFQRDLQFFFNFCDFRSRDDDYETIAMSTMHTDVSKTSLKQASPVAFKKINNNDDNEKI
CHOP inhibitor – CHOP inhibition in unfolded protein response | 220,000 compounds, 3.8% hits | inhibition, % at 10 µM | CHO-K1 CHOP-promoter luciferase, tunicamycin-induced, 15-18 h | AID 2732;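 active means compounds that reduced the stress-induced luciferase reporter signal by more than about 70% of percent inhibition, limit read from the data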;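 further: 0% = tunicamycin plus vehicle and 100% = wells without tunicamycin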
TRPML3 agonist – human mucolipin-3 channel agonism | activation, % at 3 µM | Q8TDD5 | HEK293 TRPML3-YFP, Fluo-8 calcium fluorescence; 100% = the carbachol control signal | 220,000 compounds, 0.29% hits | AID 1448;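 active means activation above its plate's cutoff, the mean activation of the plate's test wells plus 3 SD, cut at about 12% in these data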;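 further: 0% = DMSO only wells and 100% = carbachol wells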
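Test system – HEK293 line with stable expression of human TRPML3-YFP channel · Control set – carbachol 87 µM final as high control (100%), DMSO as low control (0%) · Signal – Fluo-8 calcium dye fluorescence, ex 470-495, em 515-575 nm · Incubation – 1-h 37 °C dye load, 5-s basal, 120-s post-compound reads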
NPY2 pot ag – potentiators or agonists of human neuropeptide Y receptor Y2 | P49146 | cells expressing NPY-Y2, potentiator/agonist read-out | activation, % at 3.6 µM | 220,000 compounds, 0.45% hits | AID 1359; in the data active means activation above about 27%;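 further: cells stimulated with NPY near EC25 plus isoproterenol at EC100; 0% = vehicle plus submaximal agonist and 100% = vehicle plus saturating agonist; some results beyond the cut were filed as inactive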
EP2 modulator – modulators of human EP2 prostaglandin E2 receptor; P43116; EP2-expressing cells, cAMP HTRF FRET, PGE2 co-stimulation; induction, % at 25 µM; 260,000 compounds, 0.83% hits; AID 940;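 active means compounds whose cAMP rise, as percent of the full-agonist control response, exceeds 60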;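 further: rat C6 glioma line stably carrying human EP2 under a CMV promoter; the protocol text gives 20 µM as final concentration; 100% = response of wells given 1 µM PGE2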
Target sequence (P43116 whole entry, looked up): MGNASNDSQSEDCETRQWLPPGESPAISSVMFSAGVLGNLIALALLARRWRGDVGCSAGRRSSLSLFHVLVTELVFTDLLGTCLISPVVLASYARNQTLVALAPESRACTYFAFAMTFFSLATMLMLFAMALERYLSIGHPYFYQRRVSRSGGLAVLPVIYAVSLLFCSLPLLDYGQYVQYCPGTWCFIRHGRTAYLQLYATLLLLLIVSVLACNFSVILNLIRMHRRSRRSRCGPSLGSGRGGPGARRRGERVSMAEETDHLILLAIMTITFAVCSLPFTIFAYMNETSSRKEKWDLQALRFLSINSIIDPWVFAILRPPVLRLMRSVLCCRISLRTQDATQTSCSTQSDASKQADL
S1P4 agonist – agonists of human S1P4 receptor. O95977. AID 1509. S1P4-expressing cell line, agonist reporter assay. 220,000 compounds, 0.35% hits. activation, % at 4.98 µM; in the data active means activation above about 11%;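 further: 0% = DMSO vehicle and 100% = reference agonist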
NPY Y1 blocker – NPY-Y1 (human) receptor antagonism; HEK293-CNG Y1 cells, membrane potential fluorescence; NPY at EC95, then isoproterenol; inhibition, % at 3.6 µM; AID 1040; P25929; 200,000 compounds, 1% hits;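 active means inhibition above the campaign mean inhibition of all tested compounds plus 3 SD, cut at about 20% in these data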;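 further: 0% = DMSO wells given NPY plus isoproterenol and 100% = isoproterenol alone without NPY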
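Test system – HEK293 Y1/CNG channel cell line · Also added – NPY agonist 25 nM, then isoproterenol 1 µM plus Ro 20-1724 25 µM · Compound dosing – one concentration, 3.6 µM, in 0.4% DMSO · Schedule – compound incubation 1 h at room temperature, readout 45 min post-stimulation · Technique – fluorescence, membrane potential probe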
zfTRPN1 agonist – zebrafish TRPN1 (NompC) channel agonism; AID 1424; HEK293 zebrafish TRPN1-YFP, Fluo-8 calcium fluorescence; 100% = response to 87 µM carbachol; activation, % at 3 µM; 220,000 compounds, 0.18% hits;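 active means activation above its plate's cutoff, the mean activation of test wells on that plate plus 3 SD, cut at about 19% in these data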;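 further: 0% = DMSO alone and 100% = 87 µM carbachol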
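Assay system: Zebrafish TRPN1-YFP in HEK293 cells | Incubation: Dye loading 1 h at 37 °C, then 30 min room temperature | Measured by: Kinetic Fluo-8 fluorescence, ex 470-495, em 515-575 nm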
* hit, by the source's call; x = not tested or not shown; & = joins results of further samples.

Order of values – S1P4 antag, NPY1 pot ag, CHOP inhibitor, TRPML3 agonist, NPY2 pot ag, EP2 modulator, S1P4 agonist, NPY Y1 blocker, zfTRPN1 agonist
> Nc1cc([N+](=O)[O-])ccc1Nc1ccc(O)cc1
→ -9, 22, 11, -0.3, 14, 5, -0.9, x, 0.0
> O=C(O)CN1C2=NCCCN2c2ccccc21
→ 4, 18, -7, 0.8, -4, 19&3, -0.8, -3, 1.7
> Cc1ccc(C)c(Oc2ncnc(N)c2[N+](=O)[O-])c1
→ -8, -1, -9, 0.1, -5, 10, 1.9, 4, -0.8
> S=C(c1ccc(Cl)cc1)N1CCN(Cc2ccccc2)CC1
→ -27, -5, 41, 1.0, 1, -29, 0.1, 0, -0.7
> CCOC(=O)N1CCN(C(=O)CSCc2ccccc2C)CC1
→ 3, -2, -26, 0.4, 9, 18, 0.5, -3, 1.4
> COc1cccc(CN=c2c([N+](=O)[O-])nn(-c3ccccc3C)n2O)c1
→ 23, 3, 9, 0.5, 7, -12, -0.7, 2, -0.5
> CCOC(=O)c1cc(C(C)=O)c(=O)[nH]c1C
→ -17, 0, 10, 1.1, 5, 16, -1.0, 4, -0.6
> CCOc1ccc(-c2cc(C(=O)N3CCN(C)CC3)c3ccccc3n2)cc1
→ 4, 0, -18, 1.4, 10, 17, 0.1, -2, 1.4
> CC(C)(C)C(C(Oc1ccc(Cl)cc1)n1cncn1)n1nnnc1C(c1cccc(Cl)c1)N1CCCCC1 (stereo not given)
→ -14, -6, 39, -0.2, -18, 48, 0.0, 5, -0.3
> Cc1ccccc1NC(=O)c1ccccc1
→ -11, -18, 22, 0.5, -7, 6, -1.1, 1, -1.0

The last 2 compounds of the part above lead into the next:
Order of values – S1P4 antag, NPY1 pot ag, CHOP inhibitor, TRPML3 agonist, NPY2 pot ag, EP2 modulator, S1P4 agonist, NPY Y1 blocker, zfTRPN1 agonist
> CC(C)(C)C(C(Oc1ccc(Cl)cc1)n1cncn1)n1nnnc1C(c1cccc(Cl)c1)N1CCCCC1 (stereo not given)
→ -14, -6, 39, -0.2, -18, 48, 0.0, 5, -0.3
> Cc1ccccc1NC(=O)c1ccccc1
→ -11, -18, 22, 0.5, -7, 6, -1.1, 1, -1.0
> Cn1cccc1/C=N/NC(=O)C12CC3CC(CC(C3)C1)C2
→ 3, 0, -17, -0.4, 6, -10, -0.2, -1, 0.7
> CCCCC1(C)OC(=O)C(=Cc2ccc(N(CC)CC)cc2)C(=O)O1 (stereo not given)
→ -7, -7, 19, 0.0, -16, -8, 1.0, -1, -0.2
> Cc1oc(-c2ccc(Cl)cc2)nc1CN1CCC(C(=O)NCCCN2CCCC2=O)CC1
→ 2, -24, 15, -0.5, -2, 6, 0.2, 1, -1.0
> COc1ccc(CNc2cc(NCCCO)c([N+](=O)[O-])c3nonc23)cc1
→ -15, -2, 1, 0.2, 3, -1, 2.4, 0, 0.8
> COCCN(Cc1ccco1)C(=O)Cn1ncc2c(=O)oc3ccccc3c21
→ -6, 22, -16, 0.1, -11, 19, -0.2, x, -0.6
> CCOc1ccccc1NC(=O)C1CCN(S(=O)(=O)c2c(C)noc2C)CC1
→ 3, -22, -11, 0.2, -1, -18, 0.8, 3, -0.7
> O=C(NC(=S)Nc1nc2ccc(F)cc2s1)c1ccco1
→ -5, 6, -37, 0.8, 3, -65, 0.4, 2, 1.7
> Cc1cccc(NC(=S)NCCO)c1C
→ -22, 16, 16, 0.6, -11, 24, 0.4, -3, 1.6
> O=C(NN1C(=O)C2C(C1=O)C1C=CC2C12CC2)c1cccnc1 (stereo not given)
→ -4, -4, 5, 0.7, -11, 17, 1.9, 0, 0.3
> O=C(NCCN1CCOCC1)C1CC(=O)N(c2ccc(F)c(Cl)c2)C1 (stereo not given)
→ -13, -5, -11, 0.3, 1, 12, 0.3, 4, 0.2

The listing continues.
Order of values – S1P4 antag, NPY1 pot ag, CHOP inhibitor, TRPML3 agonist, NPY2 pot ag, EP2 modulator, S1P4 agonist, NPY Y1 blocker, zfTRPN1 agonist
> Cc1cc(C)n(-c2cc(N3CCN(C(=O)c4cccc(Br)c4)CC3)ccc2[N+](=O)[O-])n1
→ -2, 20, -18, 1.1, 1, 1, -0.6, -2, 3.2
> CCSc1ccccc1C(=O)Nc1ccc([N+](=O)[O-])cc1OC
→ 4, -6, 47, 0.4, 2, 66*, 0.0, 9, -3.0
> CCC(=O)Nc1cc(C(=O)OC(C(=O)c2ccc(C)c(C)c2)c2ccccc2)ccc1C (stereo not given)
→ -3, 4, 7, 0.8, 3, 11, -1.1, -4, 1.5
> Cc1c(Cl)cnc(NC(=O)COC(=O)c2ccc([N+](=O)[O-])s2)c1Cl
→ -9, -2, 7, 0.2, 2, 10, -2.4, 7, -1.0
> O=C(NCc1ccccn1)c1ccc(=O)oc1
→ -15, 7, -15, 0.4, 11, 15, 0.4, -4, -0.1
> O=C(COC(=O)C12CC3CC(CC(Br)(C3)C1)C2)N1CCOCC1
→ -13, -5, 4, 1.7, 11, 9, -0.2, 0, 1.9
> c1cc2c(cc1CN1CCOCC1)OCO2
→ -6, -8, 9, 1.2, 4, 4, -2.3, -1, 0.3
> O=C1CSC(c2ccc([N+](=O)[O-])cc2)N1CCN1CCCCC1 (stereo not given)
→ 1, -7, -8, 0.2, -2, 13, -1.5, 1, -0.1
> CC(C)n1c(N2CCN(CC(=O)NCc3cccs3)CC2)nc2ccccc21
→ 3, -2, -25, -0.4, 2, -7, 0.7, 1, 0.1
> C=CCn1c(SCC(=O)N2CCCC2)nc2cc(C(=O)NCC3CCCO3)ccc2c1=O (stereo not given)
→ -15, -1, 29, -0.5, -16, 8, -0.3, -1, 0.6

Additional records follow:
Order of values – S1P4 antag, NPY1 pot ag, CHOP inhibitor, TRPML3 agonist, NPY2 pot ag, EP2 modulator, S1P4 agonist, NPY Y1 blocker, zfTRPN1 agonist
> COc1cc(CN2CCSCC2)cc(OC)c1OC
→ 0, 8, 10, 0.7, 12, -2, -0.7, 3, 4.0
> CC(C)(NC(=O)N1CCCC1)c1cccc(C(C)(C)NC(=O)N2CCCC2)c1
→ -14, -11, 8, 0.1, -13, 18, -2.9, -8, -0.4
> OCCC1CN(Cc2ccc(Oc3ncccn3)cc2)CCN1C1CCCC1 (stereo not given)
→ -2, 3, 14, 1.2, 11, 8, -0.6, 3, 1.6
> CC(C)(C)c1cc(CN(CCO)CCO)cc(C(C)(C)C)c1O
→ 5, -23, 22, 0.3, -4, -20, -0.3, -2, -0.6
> N#CCN1CCN(CC(=O)Nc2ccc(OCc3ccccc3)cc2)CC1
→ -24, 14, 23, 0.3, -3, -26&-25, 0.8, 6, 1.0
> Cc1cc(NS(=O)(=O)c2ccc(NC(=O)c3cccc(OC(F)F)c3)cc2)nc(C)n1
→ -23, 0, 17, 0.1, 0, 16, 0.5, 3, 0.8
> O=C(NCCCN1CCOCC1)c1cc(Cl)ccc1[N+](=O)[O-]
→ 0, 7, -13, 0.2, 7, 15, 0.6, 2, -0.6
> C=CCN1C(=NC(=O)CCC(=O)O)SC2CS(=O)(=O)CC21 (stereo not given)
→ -11, 18, -2, 0.5, 4, -2, 2.2, -1, 1.6
> CCOC(=O)/C(C#N)=C\c1ccc(N2CCN(C/C=C/c3ccccc3)CC2)cc1
→ -10, -28, 10, 0.4, -13, -13, -2.7, 12, 2.7
> C#CCNC(=O)C1=C[C@@H](c2ccc(Br)cc2)C[C@@H](OCCCCO)O1
→ 6, 9, 28, -0.3, 10, -17, -1.9, -2, -1.6

Remaining list, next part
Order of values – S1P4 antag, NPY1 pot ag, CHOP inhibitor, TRPML3 agonist, NPY2 pot ag, EP2 modulator, S1P4 agonist, NPY Y1 blocker, zfTRPN1 agonist
> N#CCCN(CCC#N)C(=O)COc1ccc(Cl)cc1Cl
→ 5, -10, 38, 0.9, -4, -12, -0.8, 3, 0.7
> CCc1cccc2c1NC(=O)[C@]21[C@@H]2C(=O)N(Cc3ccccc3)C(=O)[C@@H]2[C@@H]2CCCN21
→ -12, 25, 12, 0.5, 9, 1, 10, 1, -0.2
> COC(=O)c1cccc(NC(=S)Nc2cc(Cl)ccc2OC)c1
→ -1, -5, 33, 0.6, -10, -44, -1.8, 3, 0.9
> Cc1ccc(-n2c(C)cc(/C=N/NC(=O)c3ccc(CN4CCOCC4)cc3)c2C)cc1
→ -8, 10, 12, 0.9, 2, -35, 2.8, -4, 3.2
> CCN1C(=O)/C(=C2/C=Cc3cc(C)ccc3N2CC)N(C)C1=S
→ -2, 6, 25, 0.1, 15, -8, -0.8, 5, -0.1
> COc1cc(C(=O)Nc2cccc(-c3nc4cc(C)ccc4o3)c2)cc(OC)c1OC
→ 0, -20, 75*, 0.6, 6, -41, -0.6, 1, 0.9
> COC(=O)c1ccc(Cl)c(NC(=O)CN2CCN(C)CC2)c1
→ -10, 8, 7, 0.6, -8, -14, 5.3, -2, 0.6
> COc1cc2nc(NC(=O)c3ccccc3)[nH]c(=O)c2cc1OC
→ -20, -3, 14, 0.3, -7, -17, -2.0, -5, 0.2
> O=C(CSc1nnc(-c2cccnc2)n1Cc1ccccc1)NCc1ccco1
→ -13, 9, 1, 1.0, 2, 14, 1.1, 0, 0.9
> CCOC(=O)N1CCN(C(=O)C(C)n2nc(C)n3c(cc4sccc43)c2=O)CC1 (stereo not given)
→ 12, -1, 26, -1.0, 12, -5, -0.5, 4, -0.2

(continued)
Order of values – S1P4 antag, NPY1 pot ag, CHOP inhibitor, TRPML3 agonist, NPY2 pot ag, EP2 modulator, S1P4 agonist, NPY Y1 blocker, zfTRPN1 agonist
> CNC(=S)N/N=C(\C)c1ccc(N2CCOCC2)cc1
→ -6, -30, -21, 0.3, 10, -2, -0.6, -1, 1.4
> O=C(COC(=O)c1ccco1)Nc1ccccc1
→ -8, 3, -2, 1.2, -3, 16, -0.6, 1, 1.0
> S=c1sc(SCCOc2ccccc2)nn1-c1ccccc1
→ -5, -16, 24, 1.3, -6, 22, 0.0, 5, 1.5
> O=P(O)(O)CP(=O)(O)O
→ -8, 3, -2, 1.2, -8, 23, 0.0, -2, 2.0
> COc1ccc(S(=O)(=O)Cc2ccc(C(=O)N3CCN(c4ccccc4F)CC3)o2)cc1
→ -39, -6, 40, -1.0, -14, -41, -2.6, 10, -0.2
> COc1cc(SC#N)ccc1N=Cc1c(C)[nH]n(-c2ccc(C)cc2C)c1=O
→ 19, 5, 67, 0.2, -1, 3, -1.5, 3, -1.0
> COC(=O)c1ccc(C)c(NC(=O)c2c(-c3ccccc3)noc2C)c1
→ -7, 9, 21, -0.2, -3, 18, 0.8, 1, -1.2
> N#Cc1cn(CC(=O)N2CCc3ccccc3C2)c2ccccc12
→ -9, -9, 5, 1.0, 13, -28, 1.2, -6, -0.1
